BLM inh = blocks DNA unwinding by human BLM helicase; P54132; recombinant BLM DNA unwinding, fluorescence dequenching; Potency, µM (titrated, usually from 56.1 µM), inactives show at the highest dose activity change, negative = inhibition, hits mostly inhibitors; actives 0.2% (n = 350,000); AID 2528;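 also: plate controls were vehicle for no effect and no enzyme for full effect; nearly all actives have a fitted effect of over 35% in size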
Target sequence (P54132 whole entry, looked up): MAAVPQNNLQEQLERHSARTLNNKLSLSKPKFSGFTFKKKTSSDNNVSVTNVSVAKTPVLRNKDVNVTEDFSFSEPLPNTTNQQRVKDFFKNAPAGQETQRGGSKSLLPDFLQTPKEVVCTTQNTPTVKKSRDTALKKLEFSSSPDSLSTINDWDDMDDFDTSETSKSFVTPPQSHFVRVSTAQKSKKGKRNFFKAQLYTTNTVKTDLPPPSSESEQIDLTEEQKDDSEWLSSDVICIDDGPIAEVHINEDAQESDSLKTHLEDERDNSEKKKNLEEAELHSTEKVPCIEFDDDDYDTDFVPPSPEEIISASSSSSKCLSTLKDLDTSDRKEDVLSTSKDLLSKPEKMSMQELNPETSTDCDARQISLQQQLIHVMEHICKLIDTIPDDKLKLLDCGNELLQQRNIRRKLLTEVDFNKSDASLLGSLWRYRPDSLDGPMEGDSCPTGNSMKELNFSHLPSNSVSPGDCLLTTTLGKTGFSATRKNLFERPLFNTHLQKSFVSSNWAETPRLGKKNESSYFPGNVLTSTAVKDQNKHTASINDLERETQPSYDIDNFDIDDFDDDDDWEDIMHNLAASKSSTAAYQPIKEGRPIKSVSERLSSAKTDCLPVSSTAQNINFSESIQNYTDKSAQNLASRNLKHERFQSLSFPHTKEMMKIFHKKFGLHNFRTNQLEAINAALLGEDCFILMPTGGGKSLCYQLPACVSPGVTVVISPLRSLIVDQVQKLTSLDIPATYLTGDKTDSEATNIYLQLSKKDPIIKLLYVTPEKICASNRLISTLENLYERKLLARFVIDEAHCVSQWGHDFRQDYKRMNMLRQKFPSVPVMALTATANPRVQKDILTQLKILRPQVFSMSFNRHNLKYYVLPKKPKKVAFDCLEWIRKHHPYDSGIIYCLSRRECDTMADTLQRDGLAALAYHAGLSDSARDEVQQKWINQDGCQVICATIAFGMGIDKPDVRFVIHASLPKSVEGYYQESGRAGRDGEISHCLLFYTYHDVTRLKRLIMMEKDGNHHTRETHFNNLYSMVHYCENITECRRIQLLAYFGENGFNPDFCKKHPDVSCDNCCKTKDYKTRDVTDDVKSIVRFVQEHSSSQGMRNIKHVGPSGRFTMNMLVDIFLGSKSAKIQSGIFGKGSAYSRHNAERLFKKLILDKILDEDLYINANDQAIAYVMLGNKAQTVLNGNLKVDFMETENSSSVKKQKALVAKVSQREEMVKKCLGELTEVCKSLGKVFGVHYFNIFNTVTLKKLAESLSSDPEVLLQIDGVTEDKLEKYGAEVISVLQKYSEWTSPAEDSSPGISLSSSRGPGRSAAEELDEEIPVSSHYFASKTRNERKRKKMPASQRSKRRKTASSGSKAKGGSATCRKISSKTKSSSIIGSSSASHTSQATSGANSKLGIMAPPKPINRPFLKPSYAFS
Anesthetic bind = candidate novel general anesthetic via apoferritin binding | apoferritin/1-aminoanthracene competitive binding, fluorescence | Potency, µM (series often up to 77.5 µM), for inactives: at the top dose activity change, negative = displacement, usual class: inhibitors | P02791 | actives 0.074% (n = 350,000) | AID 485281; also: nearly all actives have a fitted effect of over 20% in size
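Concentration-response curves derived by four-parameter Hill fitting of normalized fluorescence, where compounds displaced 1-AMA from 10 uM horse apoferritin following a brief 10 min room-temperature incubation; propofol titration acted as positive control.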
APE1 inh = APE1 (human) endonuclease inhibition; P27695; recombinant APE1, TAMRA/BHQ-2 abasic DNA cleavage fluorescence; Potency, µM (titrated, usually from 65.8 µM), inactives show at the highest dose activity change, negative = inhibition, hits mostly inhibitors; actives 0.35% (n = 350,000); AID 2517;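 also: plate controls were vehicle for no effect and reference inhibitor for full effect; nearly all actives have a fitted effect of over 55% in size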
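0.75 nM APE1 + cpd, 15 min RT; start w/ 50 nM TAMRA/BHQ-2 THF-abasic dsDNA; kinetic fluor 525/598 nm ×3 reads @60 s; Δ(read3−read1); normalized to DMSO and NSC13755 control wells.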
Active calls of the source: *; u = inconclusive; x = no result given; & = joins results of further samples; [ ] = dose if it differs, or a comment. Calls follow the shape of the dose curve; as a rule, active = well fitted curve in the direction sought with a large enough effect; inconclusive = small, poorly fitted or top-dose-only effect, or another doubt; inactive = no such curve, though single readings can be large; an effect the other way counts as inactive or inconclusive. Unless noted, % is scaled to controls: 0 for no effect and ±100 for the full control effect; potency is read from the fitted curve at half-maximal effect.

A first look:
molecule,BLM inh,Anesthetic bind,APE1 inh
C=CCC(C)(Nc1ccccc1)C(=O)OCC (centres undefined),5%,x,-2%
C=CCC(C)(O)C#Cc1ccccc1 (centres undefined),-1%,x,3%
CC(C)=CCCC1=CC[C@H](C(=O)O)[C@H](C(=O)O)C1,-2%,x,1%
COC(=O)C(C(=O)OC)C(Cc1cc(F)cc(F)c1F)NC=O (centres undefined),5%,x,2%
CCCCCCCC/C=C\CCCCCCCC(=O)NC(C)C(=O)O (centres undefined),2%,x,0%
CC(C)(C)OC(=O)NCCCCC1=CC2=CC(=O)C(C)(OC(=O)c3cnc4ccccc4n3)C(=O)C2=CO1 (centres undefined),1%,x,-7%
COC(=O)N[C@@H](/C=C/c1ccccc1)[C@@H](C)[N+](=O)[O-],3%,x,-2%

This part in full, from the start:
molecule,BLM inh,Anesthetic bind,APE1 inh
C=CCC(C)(Nc1ccccc1)C(=O)OCC (centres undefined),5%,x,-2%
C=CCC(C)(O)C#Cc1ccccc1 (centres undefined),-1%,x,3%
CC(C)=CCCC1=CC[C@H](C(=O)O)[C@H](C(=O)O)C1,-2%,x,1%
COC(=O)C(C(=O)OC)C(Cc1cc(F)cc(F)c1F)NC=O (centres undefined),5%,x,2%
CCCCCCCC/C=C\CCCCCCCC(=O)NC(C)C(=O)O (centres undefined),2%,x,0%
CC(C)(C)OC(=O)NCCCCC1=CC2=CC(=O)C(C)(OC(=O)c3cnc4ccccc4n3)C(=O)C2=CO1 (centres undefined),1%,x,-7%
COC(=O)N[C@@H](/C=C/c1ccccc1)[C@@H](C)[N+](=O)[O-],3%,x,-2%
C=C(C(C)=O)C(O)c1ccccc1 (centres undefined),-16%,x,23%
COC(=O)CC1c2ccccc2C(Cc2ccc(OC)cc2)=C(C)N1C(=O)OC (centres undefined),1%[12.4 µM],x,-8%[12.4 µM]
O=C(O)C1CCC[C@@H]2[C@@H]3CC(CN12)[C@@H]1CCCCN1C3 (some centres undefined),0%,x,-2%
COC(=O)c1ccccc1S(=O)(=O)N1CCc2nc(-c3ccccc3)c3c(c2C1)CO[C@@H](C)C3,4%[12.4 µM],x,-6%[12.4 µM]
C=CCN1c2ccccc2[C@]23C[C@@H](C(=O)OC)N(S(=O)(=O)c4ccc([N+](=O)[O-])cc4)C2=NC(C(=O)OC)=C(C(=O)OC)[C@H]13,-5%[12.4 µM],x,0%[12.4 µM]
COC(=O)[C@H](COC(C)(C)C)NC(=O)O[C@@H]1C(=O)c2cc(OC)ccc2O[C@H]1c1ccc(OC)c(Br)c1,-5%,x,-2%
CC/C=C\C/C=C\C/C=C\C/C=C\C/C=C\C/C=C\CCC(=O)NCC(=O)O,-10%,x,-1%
COc1ccc2cnoc(=O)c2c1OC,-4%,x,2%

Overlap with the part before: 2 entries, followed by the next part.
molecule,BLM inh,Anesthetic bind,APE1 inh
CC/C=C\C/C=C\C/C=C\C/C=C\C/C=C\C/C=C\CCC(=O)NCC(=O)O,-10%,x,-1%
COc1ccc2cnoc(=O)c2c1OC,-4%,x,2%
COC(=O)[C@H](COC(C)(C)C)NC(=O)O[C@@H]1C(=O)c2ccc(OC)cc2O[C@H]1c1ccc2c(c1)OCO2,-3%,x,1%
CCCCCCCC/C=C\CCCCCCCC(=O)NCCCC(=O)O,0%,x,-9%
C[C@@H]1C[C@](C)(C(=O)c2ccc3ccccc3c2)C=C1c1ccc2ccccc2c1,-1%,x,-12%
C=CC(C)(O)CC1[C@@]2(C)CCCC(C)(C)C2CC[C@]1(C)O (some centres undefined),-8%,x,2%
COC(=O)[C@@H](NC(=O)N1CCc2nc(COc3ccccc3)c3c(c2C1)CO[C@@H](C)C3)C(C)C,-4%[12.4 µM],x,-2%[12.4 µM]
COC/C=C/C1=CC2=CC(=O)C(C)(OC(=O)c3cnc4ccccc4n3)C(=O)C2=CN1C1CCCC1 (centres undefined),-10%[12.4 µM],x,-1%[12.4 µM]
C=CCN1c2ccccc2[C@]23C[C@@H](C(=O)OC)N(S(=O)(=O)c4ccc(Br)cc4)C2=NC(C(=O)OC)=C(C(=O)OC)[C@H]13,-1%[12.4 µM],x,-5%[12.4 µM]
COc1cccc([C@@H]2Oc3ccc(OC)cc3C[C@H]2OC(=O)Nc2ccc(OC(F)F)cc2)c1,-2%,x,4%
C=C1C2CC[C@]3(CCC4[C@@]5(C)CCC[C@@]4(CN(CCO)C5)[C@@H]3C2)[C@@H]1O (some centres undefined),-10%,x,-5%
C=C[C@H]1CCC=C2C(=O)CCC[C@@H]21,-4%,x,3%
COC(=O)C(C(C)=O)C(NC(=O)OC(C)(C)C)c1ccccc1 (centres undefined),-1%,x,2%
COC(=O)C1=C(C(=O)OC)[C@@H]2N(C)c3ccc(OC)cc3[C@@]23C[C@@H](C(=O)OC)N(S(=O)(=O)c2c(C)noc2C)C3=N1,-2%[12.4 µM],x,-1%[12.4 µM]
CC(C)C[C@@H](CC(=O)N[C@@H](CCC(=O)O)CC(=O)O)NC(=O)[C@@H]1CNCC[C@H]1NC(=O)C[C@@H](NC(=O)C[C@H](CO)NC(=O)[C@@H]1CNCC[C@H]1N)C(C)C,-1%,x,0%
COC[C@@H](O)[C@@H](OC)[C@H](OC)[C@H](Cc1c(OC)cc(OC)cc1OC)OC,1%,x,3%
C/C(Nc1ccc2oc(=O)ccc2c1)=C1/C(=O)CC2[C@@H]1C2(C)C (some centres undefined),-13%,x,6%

(more compounds)
molecule,BLM inh,Anesthetic bind,APE1 inh
CC#CCN1c2ccccc2[C@]23C[C@@H](C(=O)OC)N(S(=O)(=O)c4ccc5c(c4)OCCN5C)C2=NC(C(=O)OC)=C(C(=O)OC)[C@H]13,-4%[12.4 µM],x,-3%[12.4 µM]
COCOc1ccc(OC)cc1C(=O)/C=C/c1ccc(OC)c(Br)c1,-5%&0%,x,-5%&3%
COC(=O)C/C=C/[C@@H](C)[C@H](NC(=O)OCC(Cl)(Cl)Cl)c1ccccc1,-5%,x,3%
C[C@H]1Cc2c(COc3ccccc3)nc3c(c2CO1)CN(C(=O)NCCc1c[nH]c2ccccc12)CC3,-2%[12.4 µM],x,-2%[12.4 µM]
COC(=O)C/C=C1\c2ccc3c(c2[C@@H](OC)[C@@H]1C)OCO3,-1%,x,0%
CCOC(=O)/C(C)=N/NC(C)=O,4%,x,-2%
CC1=NN(c2ccc([N+](=O)[O-])cc2)C(=O)C1[N+](=O)[O-] (centres undefined),2%,x,-1%
C[C@]12C[C@@](C)(C=C1/C=C/c1ccc(F)cc1)C(=O)C[C@H]2c1ccc(F)cc1,3%,x,3%
C=C/C1=C/Cc2ccccc2[C@H](C[N+](=O)[O-])C(C(=O)OC)(C(=O)OC)C1,2%,x,-2%
C=C(C)C(=O)/C=C/C=C/c1ccccc1,-1%,x,2%
C=C(C(=O)OCC)C(=O)c1ccccc1,6%,x,18%
CCCCC[C@H](O)/C=C/[C@H]1OC(=O)C[C@H](O)[C@@H]1C/C=C\CCCC(=O)O,3%,x,1%
COc1ccc2c(c1)C(=O)[C@H](OC(=O)Nc1ccc(C)c(Br)c1)[C@@H](c1ccc(OC)c(Br)c1)O2,-4%,x,-3%
COc1c2ccoc2nc2c(OC)c(O[C@@H]3O[C@H](C)[C@@H](O)[C@@H](O)[C@H]3O)ccc12,0%,x,-3%
CCCCC/C=C\C/C=C\CCCCCCCC(=O)NC(C)C(=O)O (centres undefined),2%,x,-1%

(continued)
molecule,BLM inh,Anesthetic bind,APE1 inh
CC(C)C[C@@H](CC(=O)N[C@H](CC(=O)N[C@@H]1CCNC[C@H]1C(=O)N[C@H](CC(=O)N[C@@H](CCC(=O)O)CC(=O)O)Cc1ccccc1)C(C)C)NC(=O)[C@@H]1CNCC[C@H]1N,5%,x,1%
c1ccc(-c2nc(-c3cccs3)c(NC3CCCCC3)o2)cc1,7%,x,17%
CC[C@@]12C=C(/C=C/c3ccccc3)[C@](CC)(C1)[C@H](c1ccccc1)CC2=O,-1%,x,17%
CCCCC/C=C\C/C=C\C/C=C\C/C=C\CCCCCC(=O)NC(C)C(=O)O (centres undefined),3%,x,0%
C=CCOC(=O)N[C@H](c1ccco1)C(C(C)=O)C(C)=O,-12%,x,1%
COc1ccc(C(=O)Oc2ccc3c(-c4ccc(OC)cc4)cc(=O)oc3c2)cc1,-6%,x,4%
CCCCCCCCCCCCCCCC(=O)NC(C)C(=O)O (centres undefined),0%,x,-2%
c1ccc(-c2nc(-c3cccc4ccccc34)c(Nc3ccc4ccccc4c3)o2)cc1,-3%,x,1%
CCCCc1nc2c(c3c1C[C@H](C)OC3)CN(S(=O)(=O)c1ccc(C)cc1)CC2,-4%[12.4 µM],x,-2%[12.4 µM]
Cc1ccc(S(=O)(=O)N2CCc3nc(COc4ccccc4)c4c(c3C2)CO[C@@H](C)C4)cc1,1%[12.4 µM],x,16%[12.4 µM]
O=C(NC1CCCC1)O[C@@H]1C(=O)c2cc(Br)ccc2O[C@H]1c1ccc2c(c1)OCO2,-2%,x,1%
CC1(OC(=O)c2cccs2)C(=O)C=C2C=C(c3ccc(C#N)cc3)OC=C2C1=O (centres undefined),-2%&3%,x,0%&1%
CCCCCCCCCCCCC/C=C/[C@@H](O)[C@H](COP(=O)([O-])OCC[N+](C)(C)C)NC(=O)CCCCCCCCCCCCCCCCC,-2%,x,u
C=CCNC(=O)N1CCc2nc(COc3ccccc3)c3c(c2C1)CO[C@@H](C)C3,-6%[12.4 µM],x,-1%[12.4 µM]
COc1ccc(C(=O)[C@]2(C)C=C(c3ccc(OC)cc3)[C@H](C)C2)cc1,-3%,x,-3%

Remaining list, next part
molecule,BLM inh,Anesthetic bind,APE1 inh
COc1ccccc1/C=C/C1=CC2(C)CC1(C)C(c1ccccc1OC)CC2=O (centres undefined),-1%[12.4 µM],-6%[15.3 µM],5%[12.4 µM]
O=C1[C@H]2CCn3c(=O)n(-c4ccccc4)c(=O)n3[C@H]2[C@H](O)[C@H]2O[C@@H]12,1%[12.4 µM],6%[15.3 µM],u
Cc1cc2c(c(=O)o1)[C@H](O)[C@H]1O[C@@H]1C2=O,-4%[12.4 µM],-7%[15.3 µM],8%[12.4 µM]
COC(=O)[C@@H]1C[C@@]2(O)[C@H](O)[C@H](O)[C@H](O)C[C@H]2N1Cc1c(F)cccc1Cl,-5%,-8%,3%
CCOC(=O)N/N=C1/C[C@@H](O)[C@@H](O)[C@@H]2[C@@H]3C(=O)N(c4cccc(Oc5ccccc5)c4)C(=O)[C@H]3CC[C@H]12,1%[12.4 µM],3%[15.3 µM],10%[12.4 µM]
CO[C@@H]1COC(=O)C/C=C\[C@@H](C)[C@H](OC)COC(=O)C/C=C\[C@H]1C,0%[12.4 µM],-2%[15.3 µM],12%[12.4 µM]
CCc1c2c(nc3ccccc13)OC(C)C2 (centres undefined),1%,-5%,-3%
O=c1n(-c2ccccc2)c(=O)n2n1CC[C@H]1/C(=N\OCc3ccccc3)[C@H]3O[C@@H]3[C@@H](O)[C@@H]12,1%[12.4 µM],-9%[15.3 µM],-11%[12.4 µM]

From PubChem BioAssay

This is a subset. The share of hits here may be higher or lower than overall.
